# Screens as filed in PubChem.
# Epigenetic derep: regulators of epigenetic silencing causing reporter derepression in mouse cells; 0.2% of 280,000 active; murine LDR cells, GFP reporter derepression, 30 h; AID 1865; Potency, µM (doses to about 53.9 µM), for the others: at the highest dose GFP activation, most hits filed as activators; further: % of control where 0% means no effect; nearly all actives have a fitted effect of over 60% in size
#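 GFP-positive cell count by laser-scanning cytometry (objects 20–120 um) after 30 h, 37 C compound exposure of murine LDR cells; reporter is CMV-GFP integrated at a silenced locus, inducible by HDAC or DNMT inhibitors.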
# NPSR antagonist: blocks cAMP signaling of the human neuropeptide S receptor; Q6W5P4; 1% of 220,000 active; Potency, µM (doses to about 38.3 µM), inactives show at the top dose activity change, negative = inhibition, hits mostly inhibitors; CHO-NPSR cells, cAMP TR-FRET, antagonist mode; further: on the % scale 0 is the no-effect control and ±100 the full control effect; nearly all actives have a fitted effect of over 50% in size; many of its hits are not listed in these tables
# Target sequence (Q6W5P4 whole entry, looked up): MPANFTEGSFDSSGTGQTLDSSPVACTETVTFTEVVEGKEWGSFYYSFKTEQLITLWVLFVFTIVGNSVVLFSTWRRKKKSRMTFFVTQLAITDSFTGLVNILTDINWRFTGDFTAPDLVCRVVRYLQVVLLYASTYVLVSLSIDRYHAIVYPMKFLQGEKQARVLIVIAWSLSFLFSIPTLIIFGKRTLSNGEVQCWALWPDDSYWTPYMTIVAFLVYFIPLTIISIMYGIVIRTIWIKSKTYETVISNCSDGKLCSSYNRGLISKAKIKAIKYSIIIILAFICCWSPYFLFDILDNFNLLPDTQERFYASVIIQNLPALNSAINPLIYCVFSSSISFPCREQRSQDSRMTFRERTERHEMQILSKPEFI
# SMN2 splice enh: SMN2 splice variant enhancement. HEK293 SMN2-luciferase splicing reporter, luminescence, 30-36 h. Potency, µM (top dose mostly 46.1 µM), for the others: at the top dose activity change, positive = activation, actives largely listed as activators. 2.8% of 210,000 active. AID 1458; further: % of control where 0% means no effect; nearly all actives have a fitted effect of over 55% in size
#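 HEK293 cells carry an SMN2 minigene-luciferase reporter in which exon 7 inclusion puts luciferase in frame. Cells were seeded at 2000 cells/well, attached for 10-12 hours, then exposed to compounds for 30-36 hours at 37C before ONE-Glo luminescence.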
# GoLoco inh red: inhibitors of human Gai1-RGS12 GoLoco interaction (red fluorophore); P63096; Gai1:RGS12 GoLoco peptide FP, rhodamine, 10 min; Potency, µM (titrated, usually from 61.6 µM), for the others: at the highest dose activity, negative = inhibition, most hits filed as inhibitors; 0.44% of 230,000 active; AID 880; active means well fitted inhibition curve with a large enough effect, not every such curve was filed as active; inactive means no such curve, though single readings can be large or run the other way; further: on the % scale 0 is the no-effect control and ±100 the full control effect; nearly all actives have a fitted effect of over 30% in size; many of its hits are not listed in these tables
# Target sequence (P63096 whole entry, looked up): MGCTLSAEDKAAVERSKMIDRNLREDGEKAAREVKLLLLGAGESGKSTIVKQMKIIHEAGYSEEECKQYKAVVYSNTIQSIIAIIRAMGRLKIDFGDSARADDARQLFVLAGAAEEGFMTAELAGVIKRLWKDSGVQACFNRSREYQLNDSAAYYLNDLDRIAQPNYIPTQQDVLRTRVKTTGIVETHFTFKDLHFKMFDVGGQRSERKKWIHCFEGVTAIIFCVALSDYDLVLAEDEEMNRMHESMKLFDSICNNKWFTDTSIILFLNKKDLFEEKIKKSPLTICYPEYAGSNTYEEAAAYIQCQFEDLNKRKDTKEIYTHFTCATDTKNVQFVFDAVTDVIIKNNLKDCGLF
# IMPase Li cell: membrane-permeable IMPase blocker, potentiated with lithium. CHO-M1 cells, IP1 TR-FRET (IP-One), carbachol + lithium. Potency, µM (titrated, usually from 59.4 µM), for inactives: at the top dose activity, negative = IMPase inhibition, actives largely listed as inhibitors. 0.35% of 210,000 active;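 further: IP1 builds up when IMPase is blocked and the TR-FRET signal falls; plate controls were basal vehicle for no effect and high inhibitor control for full effect; nearly all actives have a fitted effect of over 50% in size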
#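 Test compounds were applied to CHO-M1 cells previously cultured for 16–30 h at 2000 per well. A small lithium amount accompanied them; after 30 min at 37C, IP1 was quantified by TR-FRET.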
# JMJD2E inh: blocks human JMJD2E demethylase activity; B2RXH2; JMJD2E catalytic domain, FDH-coupled NADH fluorescence (FDH is formaldehyde dehydrogenase); Potency, µM (highest dose often 57.1 µM), inactives show at the highest dose activity change, negative = inhibition, actives largely listed as inhibitors; 1.6% of 230,000 active; AID 2147; active means well fitted inhibition curve with a large enough effect, not every such curve was filed as active; inconclusive means small, poorly fitted or top-dose-only effect, or another doubt; inactive means no such curve, though single readings can be large or run the other way;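 further: 0% = wells with enzyme and -100% = buffer wells without enzyme; nearly all actives have a fitted effect of over 50% in size; many of its hits are not listed in these tables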
# Target sequence (B2RXH2 1-337 limits assumed): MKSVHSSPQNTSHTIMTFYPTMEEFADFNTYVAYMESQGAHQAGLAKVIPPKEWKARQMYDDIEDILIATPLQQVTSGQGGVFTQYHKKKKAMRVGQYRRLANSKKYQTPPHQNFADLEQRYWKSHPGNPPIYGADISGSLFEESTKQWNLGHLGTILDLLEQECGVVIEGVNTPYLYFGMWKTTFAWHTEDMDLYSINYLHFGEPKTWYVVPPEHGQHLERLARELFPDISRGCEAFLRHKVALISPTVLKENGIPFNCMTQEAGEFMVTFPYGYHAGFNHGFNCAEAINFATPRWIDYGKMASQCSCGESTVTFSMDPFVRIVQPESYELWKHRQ
# Luc counter: counter-screen: inhibitors of Kinase-Glo firefly luciferase | Q27757 | 0.28% of 200,000 active | Potency, µM (titrated, usually from 38.3 µM), for the others: at the top dose activity change, negative = inhibition, hits mostly inhibitors | Kinase-Glo luciferase, ATP luminescence, 8 min | AID 1379; further: on the % scale 0 is the no-effect control and ±100 the full control effect; nearly all actives have a fitted effect of over 60% in size
#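 Luminescence was the read-out, taken after 8-minute incubation at ambient temperature. Luciferase turned over luciferin with 10 uM ATP in imidazole pH 7.2 buffer containing KCl, MgCl2, Tween 20 and BSA.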
# RECQ1 helicase: blocks DNA unwinding by human RECQ1; P46063; Potency, µM (doses to about 57.3 µM), for inactives: at the highest dose activity, negative = inhibition, most hits filed as inhibitors; AID 2549; 0.54% of 240,000 active; RECQ1 DNA unwinding, red fluorescence kinetic read;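 further: plate controls were vehicle for no effect and no enzyme for full effect; nearly all actives have a fitted effect of over 30% in size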
#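 RECQ1T1 50 nM; forked duplex (20 bp + 30-nt ss tails) 200 nM, ATP 2 mM final; pH 8.0, 2 mM MgCl2, 2.5 ug/ml poly(dI-dC); 15 min compound preincubation; discontinuous kinetic read over 2 h at RT.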
# Starred values were filed as active, the others as inactive; i = inactive; ? = inconclusive; / = no result given; [ ] = another dose, or the depositor's remark. Unless noted, the call rests on the fitted dose curve; in most records, active means well fitted curve in the direction sought with a large enough effect; inconclusive means small, poorly fitted or top-dose-only effect, or another doubt; inactive means no such curve, though single readings can be large; an effect the other way counts as inactive or inconclusive. Potency means the concentration at half of the fitted maximal effect. Not all compounds are listed; rates above refer to the full screens.
nr	Compound	SMN2 splice enh	Epigenetic derep	RECQ1 helicase	Luc counter	NPSR antagonist	GoLoco inh red	JMJD2E inh	IMPase Li cell
1	O=C(O)Cc1ccc2sc(-c3ccccc3)nc2c1	21%	1.0%	i	?	-21%	9%	?	-19%
2	Cc1cc2cc(CN(Cc3cccs3)C(=S)NCc3ccco3)c(=O)[nH]c2cc1C	-7%[1.84 µM]	2.9%	-8%	-3%	-28%	3%	?	9%
3	Cc1ccc(CCNC(=O)CN(C)S(=O)(=O)c2cnc[nH]2)cc1	5%	0.0%	-1%	3%	11%	6%	3%	-17%
4	CCOC(=O)c1cc2sc(C)cc2n1CC(=O)N(CC)CC	-3%	-6.0%	-14%	1%	-3%[46.1 µM]	0%	2%	-5%[38.3 µM]
5	Cc1cc(Br)ccc1NC(=O)CN1C(=O)CCC1=O	-3%	-4.1%	-13%	-4%	-3%[46.1 µM]	-5%	1%	10%[38.3 µM]
6	Fc1cc(Br)ccc1NC(=S)Nc1cccnc1	8%	-0.4%	-3%	2%	8%	10%	-27%	6%
7	CC(=O)N/C(=C\c1ccccc1Cl)C(=O)O	-1%	-1.2%	1%	3%	1%[46.1 µM]	-5%	-6%	0%
8	Cn1c(=O)c2c(SCC(=O)Nc3ccc4c(c3)OCCO4)nc(CC(C)(C)C)nc2n(C)c1=O	-27%	-0.8%	-3%	1%	-14%[46.1 µM]	6%	3%	42%[38.3 µM]
9	Fc1ccc(C(CCNCc2cccs2)c2ccco2)cc1 (stereo unspecified)	/	0.1%	-3%	/	16%	11%	4%	/
10	Cc1cc(SC#N)cc(C)c1NC(=O)CCl	-37%[inhibitor]	-2.0%	3%	6%	-15%	-1%	-1%	-11%
11	CCN(CC)S(=O)(=O)c1ccc2c(c1)N(CC(=O)Nc1cccnc1Cl)C(=O)CO2	3%	-0.1%	1%	9%	-1%	5%	-8%	4%
12	Clc1ccc(-n2ncc3c(NCC4CCCO4)ncnc32)cc1 (stereo unspecified)	5µM*	1.0%	-4%	3%	-14%	6%	?	6%
13	COc1ccc(Cc2noc(CN3CCCC(OCc4ccccn4)C3)n2)cc1OC (stereo unspecified)	/	-0.2%	-5%	/	-21%	-4%	-11%	4%
14	Nc1nnc(-c2cn(-c3ccccc3)nc2-c2ccc(Cl)cc2)o1	/	-3.7%	-8%	/	20%	17%	?	/
15	CC(C)[C@H](NC(=O)CCCn1nnc2ccccc2c1=O)C(=O)O	/	0.1%	-7%	/	36%	3%	-2%	/
16	CCOC(=O)N1CCN(C(=O)CSc2ncnc3ccccc23)CC1	-41%[inhibitor]	1.0%	5%	3%	6%	0%	-7%	-6%
17	Cc1ccc2oc(=O)c3cc(C(=O)Nc4cc(-c5cccc(F)c5)no4)sc3c2c1	3%	5.3%	-1%	11%	-14%	3%	?	-1%
18	CC(C)(C)NC(=O)N1CCN(c2ncccc2C(F)(F)F)CC1	/	0.4%	-10%	/	-13%	-3%	5%	/
19	O=S(=O)(NCCOc1ccccc1)c1ccc2ccccc2c1	2%	6.4%	i	-2%	-24%[46.1 µM]	-6%	-25%	14%[38.3 µM]
20	CC(=O)c1ccc(-n2nnnc2SCC(=O)Nc2cccc(NC(=O)c3ccco3)c2)cc1	-13%	?	?	3%	-8%[46.1 µM]	-3%	1%	-11%[38.3 µM]
21	O=C(NCCc1ccccc1)c1oc2ccccc2c1COc1ccccc1	-16%	0.0%	-3%	-1%	-35%	3%	-3%	12%
22	Cc1ccc(NC(=O)c2cc(NC(=O)c3ccco3)ccc2N2CCOCC2)cc1	9%	-1.0%	i	0%	-25%[46.1 µM]	14%	?	20%[38.3 µM]
23	CC(=O)NNC(=O)c1[nH]c2ccc(Cl)cc2c1-c1ccccc1	/	-0.1%	-4%	/	-18%	6%	-25%	/
24	O=C(CN1C(=O)/C(=C2\SC(=S)N(C3CCS(=O)(=O)C3)C2=O)c2ccccc21)Nc1ccccc1 (stereo unspecified)	-4%	0.0%	-3%	-2%	35%	11%	-6%	13%
25	COc1cc(/C=N/NC(=S)NCCN2CCOCC2)cc(OC)c1OC	70%	-0.3%	-1%	-1%	3%	2%	?	1%
26	N#CC1=C(N)Oc2[nH]c(=S)[nH]c(=O)c2C12C(=O)Nc1ccccc12 (stereo unspecified)	-12%	2.8%[10.1 µM]	25%	-4%	12%	19%	-2%	2%
27	Clc1cccc(-c2ccc(CNCCCN3CCOCC3)o2)c1	/	-7.6%	-3%	6%	16%	-6%	-10%	15%
28	Cc1ccc(NC(=O)CC(=O)Nc2ccc(C)cc2)cc1	9%	-2.4%	5%	-5%	24%	7%	11%	2%
29	Cc1cccc(OCc2nnc(SCC(=O)Nc3ccc(C)c(Cl)c3)o2)c1	-5%	0.0%	-13%	1%	-8%[46.1 µM]	6%	6%	-3%[38.3 µM]
30	O=C1Nc2c(ccc(Cl)c2Cl)C(=O)C1(F)c1ccccc1 (stereo unspecified)	/	5.0%	1%	/	41%	-12%	0%	/
31	O=C1CCC(C(=O)Nc2ccccc2N2CCOCC2)=NN1	/	0.0%	13%	/	0%	3%	-6%	/
32	COc1ccc(-c2ccc(C)cc2)cc1[C@H]1[C@H]2C=CC[C@@H](C)[C@@H]2C(=O)N1Cc1ccccc1	/	13%	-5%	/	-20%	8%	?	/
33	Cc1cc(C(=O)NNc2c(Cl)cccc2Cl)no1	/	-0.4%	-15%	/	3%[7.67 µM]	-5%	8%	/
34	CCOC(=O)/C(N=Nc1ccc2c(c1)OCO2)=C(\C)O	11µM*	2.6%	i	-10%	8%	5%	1%	10%
35	COc1cc(C2C(C(=O)c3cccs3)=C(O)C(=O)N2c2cc(C)on2)ccc1O (stereo unspecified)	-4%	-0.9%	-1%	-1%	-8%[46.1 µM]	-1%	-11%	-1%[38.3 µM]
36	Cc1ccccc1-n1c(SC(C)C(N)=O)nnc1-c1cccnc1 (stereo unspecified)	-6%	-1.0%	-3%	-1%	9%[46.1 µM]	5%	1%	8%[38.3 µM]
37	Cc1cccc(OCCNC(=O)c2cc(-n3cnnc3)ccc2Cl)c1	0%	-1.1%	i	-2%	-1%[46.1 µM]	8%	3%	-10%[38.3 µM]
38	COc1ccc(/C=C/C(=O)OC2CCCCC2CN(C)C)cc1 (stereo unspecified)	/	-1.6%	i	/	5%	2%	-4%	/
39	CSc1ccc(S(=O)(=O)Nc2ccc(F)cc2)cc1	19%	-0.8%	-2%	1%	-12%[46.1 µM]	4%	0%	18%[38.3 µM]
40	Cc1nc(N)sc1N=Nc1ccc(F)cc1	12%	3.1%	i	-2%	0%[46.1 µM]	11%	-9%	25%[38.3 µM]
41	CCCn1c(-c2ccc(F)cc2)nc2c(N3CCN(CCC(=O)OCC)CC3)nc(C)nc21	-9%	6.7%	-2%	0%	/	1%	?	-7%
42	COc1ccc(OCC(O)CNC(=O)c2sccc2Cl)cc1 (stereo unspecified)	/	-1.4%	-8%	/	-11%[7.67 µM]	7%	7%	/
43	CSc1nc2sc3c(c2c(=O)[nH]1)CCC3	10%	1.0%	6%	-1%	-9%	3%	2%	-1%
44	N#Cc1c(-c2ccco2)cc(-c2cccnc2)nc1N	/	-4.1%	?	/	-4%[46.1 µM]	/	?	/
45	CS(=O)(=O)N1CCN(C(=O)c2ccc(F)cc2)CC1	-7%	2.6%	-1%	2%	0%[46.1 µM]	6%	-5%	10%[38.3 µM]
46	CCCCNc1c([N+](=O)[O-])ncn1C	/	-3.9%	-11%	/	29%	6%	7%	/
47	COc1ccc(Br)cc1CSC(=N)N	/	-3.0%	i	-1%	1%	-1%	14%	4%
48	O=C(O)c1cccc(N/N=C/c2cc(Br)cc(Br)c2O)c1	4%[1.84 µM]	-0.9%	-7%	-3%	-2%	-3%	0%	1%
49	O=C(NC12CC3CC(CC(C3)C1)C2)N1CCCC(CO)C1 (stereo unspecified)	4%	0.1%	i	1%	1%[46.1 µM]	-3%	3%	-1%
50	COc1ccc(C2C=C(c3ccc(Br)cc3)Nc3nc(NS(C)(=O)=O)nn32)cc1 (stereo unspecified)	-1%	-2.2%	-8%	1%	-10%[46.1 µM]	0%	?	-19%
51	O=c1ccnc(SCc2ccccc2Cl)[nH]1	16%	-1.0%	i	5%	5%[46.1 µM]	2%	-1%	22%[38.3 µM]
52	Nc1ccc(C(O)(C(F)(F)F)C(F)(F)F)cc1	-6%	-1.0%	-6%	-4%	-3%[46.1 µM]	7%	1%	-3%[38.3 µM]
53	Cc1ccc(C(=O)N2CCC(C)CC2)cc1C	5%	-3.7%	2%	-4%	5%[46.1 µM]	7%	6%	1%
54	Cc1ccc2oc(=S)n(C)c2c1	-1%	-9.5%	-2%	0%	10%	2%	3%	-7%
55	COc1cc2c(cc1NC(=O)COC(=O)C(CCSC)NC(=O)c1ccccc1Cl)oc1ccccc12 (stereo unspecified)	?	0.0%	-9%	0%	-19%	22%	?	5%
56	CCCCc1c(O)nc2sccn2c1=O	-25%	-1.3%	4%	-1%	7%	50%[activator]	4%	-6%
57	N#CC1=C(N)Oc2ccc3ccc(O)cc3c2C1c1cccnc1 (stereo unspecified)	10%	3.2%	-5%	-2%	-12%[46.1 µM]	8%	-1%	-21%[38.3 µM]
58	CCN(CC)C(=O)CSc1nnc([C@H](Cc2c[nH]c3ccccc23)NC(=O)OC(C)(C)C)o1	/	-6.2%	-9%	/	-25%[46.1 µM]	/	3%	/
59	Cc1cccc(OCC(=O)Nc2ccc(N3CCN(C(=O)c4ccco4)CC3)cc2)c1C	-46%[inhibitor]	-1.2%	i	2%	10%	19%	5%	10%
60	CCCN1C(=O)c2ccc(C(=O)NC3=NCCS3)cc2C1=O	2%	1.3%	-9%	1%	2%[46.1 µM]	-3%	0%	11%[38.3 µM]

# Two entries from above, with one line to a screen.
49. O=C(NC12CC3CC(CC(C3)C1)C2)N1CCCC(CO)C1 (stereo unspecified)
50. COc1ccc(C2C=C(c3ccc(Br)cc3)Nc3nc(NS(C)(=O)=O)nn32)cc1 (stereo unspecified)

Screen / compound no.,49,50
SMN2 splice enh,4%,-1%
Epigenetic derep,0.1%,-2.2%
RECQ1 helicase,i,-8%
Luc counter,1%,1%
NPSR antagonist,1%[46.1 µM],-10%[46.1 µM]
GoLoco inh red,-3%,0%
JMJD2E inh,3%,?
IMPase Li cell,-1%,-19%
